Pf growth 96h: P. falciparum growth inhibition at 96 hours | P. falciparum luciferase reporter growth, 96 h | Potency, µM (top dose mostly 28.7 µM), without a hit: at the highest dose activity change, negative = inhibition, hits mostly inhibitors | 320,000 tested, 6.9% active | AID 504834
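Two parasite generations (96 h, 37 C, 5% CO2) of compound exposure in infected erythrocytes (0.05% parasitemia, 2% hematocrit). Luciferase-reporter P. falciparum; decreased luminescence indicates inhibited growth, aimed at apicoplast-acting delayed death.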
Sm TGR inh: blocks Schistosoma mansoni thioredoxin glutathione reductase. Q962Y6. AID 485364. Potency, µM (series often up to 114 µM), for the others: at the top dose activity change, negative = inhibition, actives largely listed as inhibitors. purified TGR, DTNB reduction, TNB absorbance 405 nm. 360,000 tested, 3% active; further: nearly all actives have a fitted effect of over 60% in size
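Kinetic colorimetric format: TGR-catalysed, NADPH-driven DTNB reduction monitored via TNB absorbance. Enzyme dispensed at 20 nM; compound exposure 15 min at room temperature before reaction start.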
TbPYK inhibitor: inhibitors of Trypanosoma brucei pyruvate kinase. AID 624173. 410,000 tested, 0.12% active. TbPYK enzyme, Kinase-Glo Plus ATP luminescence, 45 min. Potency, µM (highest dose often 76.8 µM), inactives show at the highest dose activity, negative = inhibition, actives largely listed as inhibitors; further: nearly all actives have a fitted effect of over 50% in size
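Glycolytic pyruvate kinase of T. brucei was incubated with substrate, test compound and 130 uM ADP for 45 minutes at room temperature. Luminescent Kinase-Glo Plus signal was measured after 10 minutes.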
Pf growth 48h: P. falciparum growth inhibition at 48 hours (one generation); P. falciparum luciferase growth in erythrocytes, 48 h; Potency, µM (highest dose often 28.7 µM), for the others: at the top dose activity change, negative = inhibition, usual class: inhibitors; 310,000 tested, 5.9% active; AID 504832
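Read-out is firefly luciferase luminescence from an integrated reporter in P. falciparum, so falling signal marks reduced parasite growth. Infected erythrocytes were at 2% hematocrit and 0.1% parasitemia (final) in Albumax-supplemented RPMI 1640.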
HCV inhibitor: blocks hepatitis C virus; Huh7.5.1 HCVcc-Cre infection, luciferase reporter, 44 h; Potency, µM (titrated, usually from 41.8 µM), without a hit: top-dose activity change, negative = inhibition, hits mostly inhibitors; 340,000 tested, 3.4% active; AID 651820
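Reporter virus HCVcc-Cre (~0.5 moi) infects cells exposed to compound; seeding density 1,000 cells/well with 4 h settling beforehand. Luminescence, 15 sec read, taken 44 h post-infection following a 15 min RT substrate incubation.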
LmPK inh: inhibitors of Leishmania mexicana pyruvate kinase. Q27686. 290,000 tested, 0.37% active. Potency, µM (top dose mostly 57.5 µM), for inactives: at the top dose activity change, negative = inhibition, actives largely listed as inhibitors. purified LmPK, Kinase-Glo ATP luminescence, 1 h
Target sequence (Q27686 whole entry, looked up): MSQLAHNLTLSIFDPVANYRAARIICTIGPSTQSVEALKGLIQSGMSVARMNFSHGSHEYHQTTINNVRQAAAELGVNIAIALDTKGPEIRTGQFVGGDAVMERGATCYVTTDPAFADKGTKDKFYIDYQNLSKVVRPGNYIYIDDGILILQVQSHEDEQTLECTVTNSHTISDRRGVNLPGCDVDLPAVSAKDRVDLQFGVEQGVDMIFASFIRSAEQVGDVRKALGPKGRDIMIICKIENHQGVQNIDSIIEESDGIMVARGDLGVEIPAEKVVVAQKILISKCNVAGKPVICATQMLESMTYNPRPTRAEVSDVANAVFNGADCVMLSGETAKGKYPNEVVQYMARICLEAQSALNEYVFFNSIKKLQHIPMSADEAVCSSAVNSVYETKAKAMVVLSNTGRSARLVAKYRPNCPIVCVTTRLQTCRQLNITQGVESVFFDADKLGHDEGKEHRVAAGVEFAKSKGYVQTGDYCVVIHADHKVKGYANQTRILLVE
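Purified LmPK (0.1 nM) converted ADP (0.1 mM) to ATP with PEP (0.5 mM) in imidazole buffer pH 7.2 with KCl and MgCl2, 1 h at room temperature. ATP was read by Kinase-Glo luminescence; data normalized to uninhibited and no-enzyme controls.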
* hit, by the source's call; ? = inconclusive; · = no result given; [ ] = dose if it differs, or a comment. The call rests on the fitted dose curve; in most records, active means well fitted curve in the direction sought with a large enough effect; inconclusive means small, poorly fitted or top-dose-only effect, or another doubt; inactive means no such curve, though single readings can be large; an effect the other way counts as inactive or inconclusive. On the % scale 0 is the no-effect control and ±100 the full control effect; potency means the concentration at half of the fitted maximal effect. The order is random; 16% or so of the library scored in one or more.

[1] Cc1cccc(C)c1OCC(O)CN1CCN(c2ccccc2)CC1 (stereo unspecified)
[2] Cc1cc(C(=O)CN2C(=O)c3ccccc3C2=O)c(C)n1C1CC1
[3] Cc1cccc(N(CC(=O)NC(C)C)C(=O)CCC(=O)Nc2ccccn2)c1
[4] CN(C)/C(Cn1cncn1)=C1/N=C(c2ccccc2)OC1=O
[5] CCC1(CC)C(=O)NC(=NCCc2c[nH]c3ccccc23)NC1=O
[6] COc1ccc(CNC(=O)C2CCCN2CCc2ccccc2)cc1OC (stereo unspecified)
entry no.,1,2,3,4,5,6
Pf growth 96h,20%,0%,41%[activator],49%[activator],42%[activator],?
Sm TGR inh,·,-24%,7%,0%,5%,2%
TbPYK inhibitor,-12%,1%,1%,-13%,-7%,-1%
Pf growth 48h,-1%,14%,-26%,34%[activator],38%[activator],-10%
HCV inhibitor,-2%,-12%,3%,-6%,13%,?
LmPK inh,-1%,1%,-1%,2%,-3%,4%

[7] COc1ccc(C)cc1NC(=O)Cn1c(=O)oc2ccccc21
[8] COc1ccc(-c2cn(CCC(=O)NCc3ccc(C)cc3)c(-c3ccncc3)n2)cc1
[9] CCC(=O)N1c2ccc(S(=O)(=O)N3CCOCC3)cc2CC1C (stereo unspecified)
[10] CC(=O)c1cccc(NS(=O)(=O)c2ccc(N/C=C/C(=O)c3ccc(F)cc3)cc2)c1
[11] COc1ccccc1CCC(=O)N1CCN(S(=O)(=O)c2cc(C(F)(F)F)ccc2Cl)CC1
[12] Cc1cc(N2CCOCC2)ccc1/C=C1\NC(=O)N(CC(=O)Nc2ccccc2C)C1=O
entry no.,7,8,9,10,11,12
Pf growth 96h,8%,?,?,?,3.7µM*,·
Sm TGR inh,6%,-20%,1%,-3%,2%,2%
TbPYK inhibitor,-10%,7%,-3%,1%,-1%,-3%
Pf growth 48h,0%[0.00184 µM],-15%,12%,?,?,29%
HCV inhibitor,3%,16%,10%,11µM*,?,-27%
LmPK inh,0%,-1%,-4%,5%,·,0%

[13] Cc1nc2ncnn2c(Nc2ccc3c(c2)OCO3)c1Cc1ccccc1
[14] CCOC(=O)N1CCC(NC(=O)c2cc3c(-c4ccc(Cl)cc4)nn(C)c3s2)CC1
[15] O=C(NCc1ccc(N2CCCC2=O)cc1)c1cn(CCc2ccccc2)nn1
[16] CCOc1ccc(-c2nc(-c3ccccc3)no2)cc1OCC
[17] COc1ccc(-c2noc(CCC(=O)NCC3CCCO3)n2)cc1OC (stereo unspecified)
[18] CCN(CC)C(=O)Cn1c(=O)n(CCCC(=O)NCc2ccccc2)c(=O)c2sccc21
entry no.,13,14,15,16,17,18
Pf growth 96h,44%[activator],5%,?,?,36%[activator],2%
Sm TGR inh,-21%,-3%,-3%,-24%,-10%,-16%
TbPYK inhibitor,6%,-5%,2%,1%,0%,4%
Pf growth 48h,?,1%,-3%,·,24%,-19%
HCV inhibitor,-13%,12%,?,?,-13%,30%[activator]
LmPK inh,5%,2%,8%,13%,-1%,3%

[19] CCCCCCCC1(C)NC(=O)NC1=O (stereo unspecified)
[20] Cc1ccc(CNC(=O)c2ccc(NS(=O)(=O)c3c(C)noc3C)cc2)cc1
[21] O=C(NCCN1CCN(c2ccccc2F)CC1)c1cccn2c(=O)c3ccccc3nc12
[22] CC(c1cccs1)N(C(=O)Nc1ccccc1)C1CCCCC1 (stereo unspecified)
[23] COc1ccc(/C=N/N2CCOCC2)cc1COc1ccc(Cl)cc1
[24] O=C(Nc1ccc(NC(=S)NC(=O)c2cccs2)cc1)c1ccco1
entry no.,19,20,21,22,23,24
Pf growth 96h,60%[activator],40%[activator],-20%,16%,2%,12%
Sm TGR inh,4%,-29%,1%,-25%,-15%,-34%[57.1 µM]
TbPYK inhibitor,2%,-7%,-3%,6%,1%,-2%
Pf growth 48h,15%,19%,-9%,16%,17%,?
HCV inhibitor,11%,16%,?,6%,21%,-23%
LmPK inh,-5%,3%,6%,3%,1%,6%

[25] Cn1cc([N+](=O)[O-])c(C(=O)Nc2ccc(-c3nc4ccccc4o3)cc2)n1
[26] O=C(CN1CCCCC1)Nc1ccc(S(=O)(=O)N2CCOCC2)cc1
[27] O=C(CCl)c1ccc2c(c1)CCN2C(=O)C1CCCCC1
[28] CCC(=O)Nc1ccc(S(=O)(=O)NCCc2ccccc2)cc1
[29] CCNc1nc(NC(C)C)nc(N(n2cnnc2)S(=O)(=O)c2ccc(C)cc2)n1
[30] CS(=O)(=O)c1ccc([C@H](O)[C@H](CO)NC(=O)C(Cl)Cl)cc1
entry no.,25,26,27,28,29,30
Pf growth 96h,23%,·,?,?,-23%,?
Sm TGR inh,-1%,4%,1.3µM*,-10%,-11%,·
TbPYK inhibitor,5%,-1%,-3%,-9%,-7%,-7%[33.2 µM]
Pf growth 48h,51%[activator],-17%,?,·,-30%,-18%[12.8 µM]
HCV inhibitor,?,?,?,-21%,?,·
LmPK inh,2%,1%,1%,2%,0%,·

[31] O=C(c1ccccc1F)N1CCN(c2ccccc2F)CC1
[32] CC(=O)Nc1ccc2nc(SCC(=O)N3CCOCC3)sc2c1
[33] O=C1c2ccccc2NC(c2ccco2)N1/N=C/c1ccco1 (stereo unspecified)
[34] Cc1cc(C)cc(OCCCn2ccnc2)c1
[35] CSCC[C@H](NC(=O)OC(C)(C)C)C(=O)N/N=C/c1ccc2nccnc2c1
[36] COc1ccc(-c2cc(C(=O)Nc3cc(C)on3)no2)cc1OC
entry no.,31,32,33,34,35,36
Pf growth 96h,·,0%,-20%,4.7µM*,?,?
Sm TGR inh,0%,-2%,·,0%,19%,?
TbPYK inhibitor,-4%,-2%,2%,4%,2%,4%
Pf growth 48h,13%,19%,60%[activator],-10%,-9%,12%
HCV inhibitor,-2%,4%,-7%,-8%,8%,11%
LmPK inh,-2%,-3%,-3%,-2%,1%,4%

[37] Cc1cc(C)cc(NC(=S)N2CCC(NC(=O)c3ccccc3C)CC2)c1
[38] Cc1ccccc1-n1c(O)c(/C=N/N2CCCCC2c2cccnc2)c(=O)[nH]c1=O (stereo unspecified)
[39] CC(C)c1ccc(/C=C2\SC(=O)N(CC(=O)NC3C=CS(=O)(=O)C3)C2=O)cc1 (stereo unspecified)
[40] CN1CCN(c2nc(-c3ccccc3)nc3c2oc2ccccc23)CC1
[41] Cc1nc2ccccc2n1C1CCN(CC(=O)Nc2ccccc2Br)CC1
[42] CC1CCCN(CCOCCOc2ccccc2-c2ccccc2)C1 (stereo unspecified)
entry no.,37,38,39,40,41,42
Pf growth 96h,15%,-9%,?,5.9µM*,-12%,-5%
Sm TGR inh,3%[57.1 µM],-8%,-25%,0%,15%,-16%
TbPYK inhibitor,0%,1%,-4%,-1%,-7%,17%
Pf growth 48h,5%,-14%,?,?,12µM*,?
HCV inhibitor,7%,2%,-6%,9%,?,?
LmPK inh,-11%,2%,3%,5%,8%,-2%

[43] Cc1c(C(=O)N2CCN(C(=O)c3ccccc3)CC2)oc2ccc(F)cc12
[44] CCOC(=O)C1=C(N)OC2=C(C(=O)CCC2)C12C(=O)N(C)c1ccccc12 (stereo unspecified)
[45] O=C(c1ccco1)N1CCN(C(=O)c2sccc2-c2ccccc2)CC1
[46] COc1ccc(C/C(O)=C(\C#N)c2nc3ccccc3[nH]2)cc1OC
[47] CC1(O)CCC(C(C)(C)O)CC1 (stereo unspecified)
[48] COc1cc2[nH]c(=S)n(-c3ccccc3)c(=O)c2cc1OC
entry no.,43,44,45,46,47,48
Pf growth 96h,?,21%,?,?,9%,1%
Sm TGR inh,-2%,-15%,40µM*,0%[11.4 µM],·,18%
TbPYK inhibitor,4%,-2%,-9%,0%,1%,-8%
Pf growth 48h,10%,12%,?,·,0%,6%
HCV inhibitor,24%,21%,-16%,16%,·,-3%
LmPK inh,·,3%,2%,8%,·,0%

[49] CCCCNc1ccc(S(N)(=O)=O)cc1[N+](=O)[O-]
[50] S=C(Nc1cccc(Cl)c1Cl)NC1CCN(Cc2ccccc2)CC1
[51] COc1ccc(/C=C/C(=O)Nc2ccccc2C(F)(F)F)cc1
[52] Cc1nc(Cc2nnc(SC(C)C(=O)N3c4ccccc4NC(=O)C3(C)C)o2)cs1 (stereo unspecified)
[53] O=C(Nc1cccnc1)c1ccc(S(=O)(=O)N2CCCCCC2)cc1
[54] Cc1c(NS(=O)(=O)c2ccc(Cl)c(C(=O)OC(C)C(=O)N3CCOCC3)c2)c(=O)n(-c2ccccc2)n1C (stereo unspecified)
entry no.,49,50,51,52,53,54
Pf growth 96h,18%,-21%,147%[activator],?,?,8%
Sm TGR inh,5%,?,-1%,0%,8%,8%
TbPYK inhibitor,·,0%,9%,-7%,-1%,1%
Pf growth 48h,11%,?,74%[activator],?,·,2%
HCV inhibitor,0%,?,5%,10%,11%,15%
LmPK inh,0%,-3%,0%,·,7%,8%

[55] COc1ccc(C(=O)OCC(=O)c2cc(OC)ccc2OC)c(OC)c1
[56] CCC(=O)NC1=C(Cl)C(=O)C(NC(=O)CC)=C(Cl)C1=O
[57] Nc1cc(=O)[nH]c(SCc2nnc(-c3ccccc3)o2)n1
[58] O=S(=O)(c1ccc(Cl)cc1)N1CCC(O)(c2cccnc2)CC1
[59] C/C(N)=C(/C#N)C(=O)COC(=O)c1cc(-c2ccccc2)nc2ccc(Br)cc12
[60] COc1cccc(CNC(=O)c2ccc(C)c(S(=O)(=O)N3CCOCC3)c2)c1
entry no.,55,56,57,58,59,60
Pf growth 96h,38%[activator],4.7µM*,-12%,8%,17%,?
Sm TGR inh,-23%,0.22µM*,3%,0%,·,-4%
TbPYK inhibitor,-9%,2.5µM*,3%,7%,·,3%
Pf growth 48h,31%[activator],7.4µM*,-25%,·,5%,?
HCV inhibitor,?,?,5%,-5%,·,?
LmPK inh,-2%,?,-3%,0%,1%,·

Full records, looked up by structure. Values in the order: Pf growth 96h, Sm TGR inh, TbPYK inhibitor, Pf growth 48h, HCV inhibitor, LmPK inh
Results for `O=C(Nc1ccc(NC(=S)NC(=O)c2cccs2)cc1)c1ccco1` → 12%, -34%[57.1 µM], -2%, ?, -23%, 6%
Results for `CC1CCCN(CCOCCOc2ccccc2-c2ccccc2)C1` (stereo unspecified) → -5%, -16%, 17%, ?, ?, -2%
Results for `O=C(c1ccco1)N1CCN(C(=O)c2sccc2-c2ccccc2)CC1` → ?, 40µM*, -9%, ?, -16%, 2%
Results for `COc1cc2[nH]c(=S)n(-c3ccccc3)c(=O)c2cc1OC` → 1%, 18%, -8%, 6%, -3%, 0%
Results for `CS(=O)(=O)c1ccc([C@H](O)[C@H](CO)NC(=O)C(Cl)Cl)cc1` → ?, ·, -7%[33.2 µM], -18%[12.8 µM], ·, ·
